NPY-Y2 PAM-ag: human NPY-Y2 potentiation or agonism, primary screen | 0.45% of 220,000 active | activation, % at 3.6 µM | P49146 | cells expressing NPY-Y2, potentiator/agonist read-out; in the data active = activation above about 27%;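 also: cells stimulated with NPY near EC25 plus isoproterenol at EC100; 0% = vehicle plus submaximal agonist and 100% = vehicle plus saturating agonist; some results beyond the cut were filed as inactive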
Target sequence (P49146 whole entry, looked up): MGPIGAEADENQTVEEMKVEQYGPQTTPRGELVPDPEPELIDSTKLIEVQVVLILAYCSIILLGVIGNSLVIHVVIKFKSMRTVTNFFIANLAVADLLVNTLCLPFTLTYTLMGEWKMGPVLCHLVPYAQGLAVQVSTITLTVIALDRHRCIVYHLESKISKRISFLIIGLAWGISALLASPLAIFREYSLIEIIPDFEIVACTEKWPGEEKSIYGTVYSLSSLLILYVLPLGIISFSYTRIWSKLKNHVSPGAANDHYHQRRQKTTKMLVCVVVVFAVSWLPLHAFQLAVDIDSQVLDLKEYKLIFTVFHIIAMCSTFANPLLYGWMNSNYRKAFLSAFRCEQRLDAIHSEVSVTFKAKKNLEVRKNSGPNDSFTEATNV
NPY-Y1 antag: blocks the human neuropeptide Y Y1 receptor; inhibition, % at 3.6 µM; 1% of 200,000 active; AID 1040; P25929; HEK293-CNG Y1 cells, membrane potential fluorescence; NPY at EC95, then isoproterenol;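 active = inhibition above the campaign mean inhibition of all tested compounds plus 3 SD, cut at about 20% in these data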;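 also: 0% = DMSO wells given NPY plus isoproterenol and 100% = isoproterenol alone without NPY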
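Material: HEK293 Y1/CNG channel cell line; also added: NPY (25 nM), isoproterenol (1 µM), Ro 20-1724 (25 µM); doses: one concentration, 3.6 µM, in 0.4% DMSO; schedule: compound incubation 1 h at room temperature, readout 45 min post-stimulation; technique: membrane potential fluorescence; measure: fluorescence ratio normalized to % inhibition between controls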
Runt-SMMHC FRET: inhibitors of human RUNX1 Runt domain binding to CBFb-SMMHC; Q01196+Q13951; Cerulean-Runt/Venus-CBFb-SMMHC FRET ratio 530/480, 1 h; inhibition, % at 20 µM; 0.74% of 220,000 active;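 active = mean inhibition across duplicate retests at 20 µM reaching about 50%, limit read from the data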;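 also: 0% = DMSO wells and 100% = wells with excess untagged CBFb-SMMHC; inhibitors lower the FRET ratio by blocking Runt binding to CBFb-SMMHC; some results filed as inactive read as strong as hits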
Target sequence (Q01196 whole entry, looked up, the tested form may be a part): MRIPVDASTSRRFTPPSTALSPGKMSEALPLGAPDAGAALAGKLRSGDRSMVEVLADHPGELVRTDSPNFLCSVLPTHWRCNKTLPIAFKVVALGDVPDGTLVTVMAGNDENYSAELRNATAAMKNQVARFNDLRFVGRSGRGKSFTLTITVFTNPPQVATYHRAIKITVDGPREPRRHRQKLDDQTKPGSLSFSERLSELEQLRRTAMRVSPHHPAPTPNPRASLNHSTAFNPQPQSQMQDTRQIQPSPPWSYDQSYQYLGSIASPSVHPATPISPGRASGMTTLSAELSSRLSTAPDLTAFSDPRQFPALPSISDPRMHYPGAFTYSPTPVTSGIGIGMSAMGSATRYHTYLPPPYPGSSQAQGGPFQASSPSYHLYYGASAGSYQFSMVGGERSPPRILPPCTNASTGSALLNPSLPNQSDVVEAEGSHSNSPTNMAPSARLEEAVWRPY
Target sequence (Q13951 whole entry, looked up, the tested form may be a part): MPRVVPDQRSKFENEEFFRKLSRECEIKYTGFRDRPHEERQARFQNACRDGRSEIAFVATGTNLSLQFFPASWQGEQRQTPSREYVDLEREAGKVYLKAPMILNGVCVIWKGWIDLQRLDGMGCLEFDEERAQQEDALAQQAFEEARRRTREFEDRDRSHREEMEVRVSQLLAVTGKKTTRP
p97 inhibitor: human p97 ATPase inhibition; 0.42% of 220,000 active; inhibition, % at 8 µM; recombinant p97 ATPase, Kinase-Glo ATP luminescence, 3 h; AID 1481; P55072; in the data active = inhibition above about 15%;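 also: 0% = DMSO vehicle and 100% = wells lacking enzyme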
RBBP9 inh: blocks human serine hydrolase RBBP9; O75884; recombinant RBBP9, FP-Rh probe fluorescence polarization; inhibition, % at 7.94 µM; 0.2% of 220,000 active; AID 1515;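 active = inhibition above the campaign mean of all tested compounds plus 3 SD, cut at about 14% in these data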;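 also: plate controls were DMSO wells with RBBP9 for no effect and wells lacking RBBP9 protein for full effect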
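Test system – recombinant human RBBP9 · Input – RBBP9 2.5 µM in dispensing solution, pre-mixing · Medium – Tris buffer pH 8.0, NaCl, Pluronic · Schedule – preincubation 30 min plus labeling 45 min at 25 °C · Measured by – fluorescence polarization · Measure – % inhibition · Controls – DMSO and no-protein wells · Replicates – one well per compound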
MDM2 E3 inh: Mdm2 E3 ligase (human) inhibition | Q00987 | cell-based MDM2 ubiquitination luciferase reporter, 2 h; 0 = plate control, 100 = twice control, blank-subtracted | signal enhancement, % at 5 µM | 0.11% of 210,000 active | AID 1230;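 active = signal enhancement of 30% or more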;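 also: luminescence tracks abundance of the self-degrading MDM2-luciferase fusion protein; higher signal means inhibition of MDM2 E3 ligase activity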
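Assay system: mammalian cells stably expressing self-ubiquitinating, self-degrading MDM2 E3–luciferase fusion. Quantity: 2000 cells in each well. Medium: DMEM culture medium. Compound dosing: single-point 5 µM. Timing: cell settling 4 h, compound treatment 2 h, both 37 °C. Technique: luciferase luminescence. Read-out basis: percent signal gain over controls, blank-subtracted. Benchmarks: plate controls and plate blanks.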
Hck Nef HTS: blocks Nef-activated human Hck kinase | P08631 | Recombinant Hck-YEEI plus Nef, Z-Lyte FRET kinase assay | inhibition, % at 20 µM | 0.68% of 220,000 active | AID 463187;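 active = Hck-Nef kinase inhibition above about 50%, limit read from the data; inactive = inhibition below that limit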;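 also: 0% = DMSO with Hck plus Nef and 100% = Hck alone without Nef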
Runt-CBFb FRET: Runt domain-CBFb interaction inhibition; 0.46% of 220,000 active; Q01196+Q13951; inhibition, % at 20 µM; Cerulean-Runt/Venus-CBFb FRET ratio 530/480, 1 h;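 active = inhibition over about 50% at 20 µM in the single-dose screen, limit read from the data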;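 also: 0% = DMSO wells and 100% = excess unlabeled CBFb competitor control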
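Reagent – Venus-CBFb binding partner, 100 nM · Assay system – Cerulean-tagged RUNX1 Runt domain (FRET donor) fusion protein · Input – 100 nM per protein · Incubation – two 1 h room-temperature incubations shielded from light · Measured by – FRET fluorescence · Medium – Tris buffer pH 7.5 with salts and BSA · Benchmarks – unlabeled CBFb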
NPY1 pot ag: potentiates or activates human NPY-Y1 receptor; P25929; NPY-Y1 expressing cells, potentiator/agonist activation; activation, % at 3.6 µM; 0.37% of 220,000 active; in the data active = activation above about 33%, passing the limit was not always enough;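 also: cells stimulated with NPY at EC10 then isoproterenol at EC100; 0% = low agonist plus stimulus and 100% = saturating agonist plus stimulus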
Numbers without * were called inactive; . = not tested or not shown.

No. | SMILES | NPY-Y2 PAM-ag | NPY-Y1 antag | Runt-SMMHC FRET | p97 inhibitor | RBBP9 inh | MDM2 E3 inh | Hck Nef HTS | Runt-CBFb FRET | NPY1 pot ag
1 | COc1ccc(NC(=O)/C(C#N)=C\c2ccc(N3CCOCC3)o2)cc1 | -2 | -3 | -90 | 1 | -1 | -10 | 2 | -17 | 13
2 | CC(C)CC(C(=O)Nc1oc(-c2ccco2)c(-c2ccco2)c1C#N)N1C(=O)c2ccccc2C1=O (configuration not stated) | -7 | 0 | -25 | 2 | 1 | -17 | 3 | 10 | -5
3 | COc1ccc(CCNC(=O)c2ccc(C)s2)cc1OC | 1 | 4 | -1 | 6 | -1 | -4 | -11 | 0 | 19
4 | COc1ccc(CNC(=O)C(C)Sc2ccc(C)cc2)cc1 (configuration not stated) | -39 | 1 | 1 | -6 | 2 | -15 | -21 | -1 | -13
5 | O=C(NC(=S)Nc1ccc(NC(=O)c2cccs2)cc1)c1ccco1 | 5 | 4 | 2 | 3 | -10 | -1 | 2 | 3 | -17
6 | CC(Sc1nnc(-c2ccccc2)c(-c2ccccc2)n1)C(=O)N1CCc2ccccc21 (configuration not stated) | 7 | 4 | 2 | 4 | 3 | -14 | 1 | 6 | -4
7 | O=C(CN1CCOCC1)OCCCC1CCCCC1 | 3 | 0 | -4 | -5 | -5 | -8 | 1 | 0 | -8
8 | O=c1c2ccccc2nnn1COc1ccc(F)cc1Cl | 1 | 1 | -1 | -3 | -6 | -5 | 14 | -1 | 11
9 | COc1nnc(-c2ccc(N3CCCCC3)c(N)c2)c2ccccc12 | 12 | 0 | . | -11 | -7 | . | 1 | . | 3
10 | Cc1cc(C)c2oc(=O)cc(CN3CCOCC3)c2c1 | 2 | -1 | -2 | 2 | -1 | . | 1 | -3 | -43
11 | CCOC(=O)c1sc2nc(C)n(CC(=O)NCC3CCCO3)c(=O)c2c1C (configuration not stated) | -9 | 0 | -5 | -2 | 3 | 1 | 1 | . | -7
12 | C=CCn1c(=S)[nH]c2sccc2c1=O | -13 | -5 | 0 | 6 | -3 | -7 | 21 | 3 | -5
13 | COC(=O)c1sccc1NC(=O)COc1ccc(F)cc1Cl | -32 | 11 | -5 | -6 | -7 | -14 | 13 | -3 | 1
14 | Cc1cccc(N2CCN(C(=O)Cn3c(=O)[nH]c4ccsc4c3=O)CC2C)c1 (configuration not stated) | 0 | 7 | 0 | 4 | 5 | -7 | 5 | 1 | 3
15 | CCCCC(=O)OCC(=O)Nc1cccc(S(=O)(=O)NC2=NCCCCC2)c1 | 1 | 1 | 3 | -6 | 2 | -9 | -3 | 0 | 4
16 | CCN1CCCC1CNC(=O)c1cc2c(-c3ccc(Cl)cc3)nn(C)c2s1 (configuration not stated) | 5 | 3 | 1 | -2 | -14 | -9 | 0 | 0 | -4
17 | COc1cccc(COc2nc3c(c(=O)n(C)c(=O)n3C)n2C)c1 | -5 | 4 | 1 | 4 | 0 | 4 | 7 | -1 | -25
18 | CCCSc1nc2c(cnn2-c2ccc(C)cc2)c(=O)[nH]1 | 10 | 6 | 3 | 1 | -6 | -7 | 23 | 0 | 6
19 | CCOC(=O)C(Cc1ccccc1)C(=O)Nc1cccc(C)c1 (configuration not stated) | 8 | 3 | -2 | 3 | -6 | -8 | 0 | -1 | -12
20 | CN(C(=O)c1ccc(OC2CCN(C(=O)c3cccnc3)CC2)cc1)C1CCCCC1 | -3 | -1 | 2 | -3 | -3 | 4 | 27 | -1 | -1

Among those listed so far, these have a halogen:
No. | SMILES | NPY-Y2 PAM-ag | NPY-Y1 antag | Runt-SMMHC FRET | p97 inhibitor | RBBP9 inh | MDM2 E3 inh | Hck Nef HTS | Runt-CBFb FRET | NPY1 pot ag
8 | O=c1c2ccccc2nnn1COc1ccc(F)cc1Cl | 1 | 1 | -1 | -3 | -6 | -5 | 14 | -1 | 11
13 | COC(=O)c1sccc1NC(=O)COc1ccc(F)cc1Cl | -32 | 11 | -5 | -6 | -7 | -14 | 13 | -3 | 1
16 | CCN1CCCC1CNC(=O)c1cc2c(-c3ccc(Cl)cc3)nn(C)c2s1 (configuration not stated) | 5 | 3 | 1 | -2 | -14 | -9 | 0 | 0 | -4

(continued)
No. | SMILES | NPY-Y2 PAM-ag | NPY-Y1 antag | Runt-SMMHC FRET | p97 inhibitor | RBBP9 inh | MDM2 E3 inh | Hck Nef HTS | Runt-CBFb FRET | NPY1 pot ag
21 | COCCNC(=O)C1CC(=O)N(C2CCCCC2)C1 (configuration not stated) | -9 | 3 | 0 | 3 | -5 | 9 | -1 | -1 | 18
22 | COc1cccc(/C=C/C(=O)Oc2ccc(C(=O)c3ccc(F)cc3)cc2)c1 | 1 | -2 | -22 | 7 | 4 | 0 | 3 | -2 | 12
23 | O=C(CCCN1C(=O)c2cccc3cccc(c23)C1=O)N1CCN(c2ncccn2)CC1 | 8 | 0 | -5 | 1 | -2 | 5 | -6 | 1 | -8
24 | CCOC(=O)c1c(NC(=O)CSc2nnc(CNc3ccc(F)cc3)o2)sc(C)c1C | 1 | 4 | -3 | -2 | -7 | -15 | 2 | -5 | -16
25 | Cc1c(C(=O)N2CC(C)OC(C)C2)oc2ccccc12 (configuration not stated) | -2 | 2 | 0 | 3 | -2 | 16 | -7 | 2 | 1
26 | O=C(N/N=C/c1ccco1)C1CC(=O)N(c2ccccc2)C1 (configuration not stated) | 2 | 2 | 2 | 3 | -1 | -18 | -10 | -2 | 2
27 | CCCCN(C(=O)CCC(=O)O)C1CC(=O)N(c2ccc(OCCC)cc2)C1=O (configuration not stated) | 1 | -1 | 1 | 1 | -8 | 2 | 8 | 0 | -4
28 | Cc1cc(C(=O)N/N=C/c2ccccc2Br)no1 | 3 | -5 | -2 | 3 | 3 | 5 | 1 | -3 | 5
29 | COc1cc(NC(=O)c2cccs2)c(OC)cc1NC(=O)CCn1nnc2ccccc21 | 7 | 2 | -4 | 3 | -4 | -20 | 4 | -1 | -17
30 | CCCCCn1c(=O)[nH]c2cc(C(=O)NCCCN3CCC(C)CC3)ccc2c1=O | 6 | 7 | 2 | -4 | -4 | 5 | 0 | -4 | -1

3 structures from above, ordered by number of heavy atoms, rising:
No. | SMILES | NPY-Y2 PAM-ag | NPY-Y1 antag | Runt-SMMHC FRET | p97 inhibitor | RBBP9 inh | MDM2 E3 inh | Hck Nef HTS | Runt-CBFb FRET | NPY1 pot ag
10 | Cc1cc(C)c2oc(=O)cc(CN3CCOCC3)c2c1 | 2 | -1 | -2 | 2 | -1 | . | 1 | -3 | -43
8 | O=c1c2ccccc2nnn1COc1ccc(F)cc1Cl | 1 | 1 | -1 | -3 | -6 | -5 | 14 | -1 | 11
17 | COc1cccc(COc2nc3c(c(=O)n(C)c(=O)n3C)n2C)c1 | -5 | 4 | 1 | 4 | 0 | 4 | 7 | -1 | -25

Continuation.
No. | SMILES | NPY-Y2 PAM-ag | NPY-Y1 antag | Runt-SMMHC FRET | p97 inhibitor | RBBP9 inh | MDM2 E3 inh | Hck Nef HTS | Runt-CBFb FRET | NPY1 pot ag
31 | COc1ccccc1C1C2=C(N=c3s/c(=C/c4cccc(OCC(=O)O)c4)c(=O)n31)c1ccccc1CC2 (configuration not stated) | 3 | 1 | -10 | 3 | -15 | 2 | 22 | -1 | 19
32 | Cc1cc2c(ncn2Cc2ccccc2)c(NS(C)(=O)=O)c1C | 17 | 1 | -9 | -3 | -7 | -6 | 2 | 0 | 3
33 | O=C(CSCC(=O)N1CCCCC1)Nc1nc(-c2cccs2)cs1 | -13 | 8 | 3 | 0 | -4 | -1 | 7 | 4 | -15
34 | NC(=O)c1cc(Br)cc2c3c([nH]c12)CCCC3 | -1 | -3 | -39 | -4 | -9 | -12 | 58* | -7 | -4
35 | O=C(Nc1ccc(O)cc1)c1ccc2c(c1)C(=O)N(Cc1ccco1)C2=O | -3 | -3 | 7 | 7 | 1 | 2 | 5 | 7 | 1
36 | CCc1ccc(OCC(=O)OCC(=O)c2c(N)n(C)c(=O)n(C)c2=O)cc1 | -10 | -1 | 6 | 3 | 0 | -3 | 21 | -6 | -17
37 | O=C(NCc1cccs1)c1cccc(Nc2nc3ccc(Br)cc3[nH]2)c1 | -1 | 0 | 10 | 11 | -8 | 2 | -1 | -1 | 21
38 | NC(=O)CSc1nc2ccccc2n1-c1ccccc1 | -3 | 2 | 3 | 7 | 7 | -6 | -2 | 0 | 4
39 | CC(Oc1ccc(Cl)cc1Cl)C(=O)Nc1ccc2oc(-c3ccncc3)nc2c1 (configuration not stated) | 5 | 2 | -7 | 2 | 3 | -15 | 1 | -8 | -21
40 | COc1cccc(NC(=O)Nc2ccccc2C(N)=O)c1 | 9 | -7 | 2 | -1 | 0 | -22 | -3 | 2 | -1
41 | Brc1ccc(-c2csc3[n+]2CCCCC3)cc1 | 3 | 6 | 1 | 3 | -1 | 8 | -8 | . | 2

Taken from above:
#41 @ p97 inhibitor: 3
#32 @ Runt-SMMHC FRET: -9
#35 @ NPY1 pot ag: 1
#40 @ NPY-Y1 antag: -7
#37 @ Hck Nef HTS: -1

Reprinted at random: three compounds from above, in no set order.
No. | SMILES | NPY-Y2 PAM-ag | NPY-Y1 antag | Runt-SMMHC FRET | p97 inhibitor | RBBP9 inh | MDM2 E3 inh | Hck Nef HTS | Runt-CBFb FRET | NPY1 pot ag
31 | COc1ccccc1C1C2=C(N=c3s/c(=C/c4cccc(OCC(=O)O)c4)c(=O)n31)c1ccccc1CC2 (configuration not stated) | 3 | 1 | -10 | 3 | -15 | 2 | 22 | -1 | 19
38 | NC(=O)CSc1nc2ccccc2n1-c1ccccc1 | -3 | 2 | 3 | 7 | 7 | -6 | -2 | 0 | 4
36 | CCc1ccc(OCC(=O)OCC(=O)c2c(N)n(C)c(=O)n(C)c2=O)cc1 | -10 | -1 | 6 | 3 | 0 | -3 | 21 | -6 | -17

From PubChem
